# High-throughput results from PubChem.
# PMI act satM6P = activators of human phosphomannose isomerase at near-saturating mannose 6-phosphate; P34949; coupled PMI enzyme assay, resazurin fluorescence, 20 min; stronger effect = higher value; 1 = untreated enzyme, 0 = substrate-free blank; activation factor at 20 µM; actives 0.34% (n = 190,000);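 active = activation factor of 2 or more at 20 µM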
# Target sequence (P34949 whole entry, looked up): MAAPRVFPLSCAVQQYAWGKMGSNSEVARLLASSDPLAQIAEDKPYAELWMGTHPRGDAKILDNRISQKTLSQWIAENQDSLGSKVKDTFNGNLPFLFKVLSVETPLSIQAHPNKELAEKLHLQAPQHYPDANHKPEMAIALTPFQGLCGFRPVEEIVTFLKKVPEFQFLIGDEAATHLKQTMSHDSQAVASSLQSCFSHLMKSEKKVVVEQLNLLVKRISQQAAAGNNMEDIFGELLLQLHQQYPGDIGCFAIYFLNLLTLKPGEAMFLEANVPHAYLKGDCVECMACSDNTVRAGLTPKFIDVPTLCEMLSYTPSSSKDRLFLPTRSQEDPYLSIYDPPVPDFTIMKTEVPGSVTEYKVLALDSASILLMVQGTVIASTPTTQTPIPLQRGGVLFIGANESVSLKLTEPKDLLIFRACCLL
#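 Material: human phosphomannose isomerase with PGI, G6PDH, diaphorase coupling enzymes; amount: PMI at 15 ng/mL final; also added: Mannose-6-phosphate 1.0 mM (near-saturating) plus 0.22 mM NADP+; incubation: enzyme reaction with compound 20 min at room temperature; signal: resorufin fluorescence (Ex 544/Em 590 nm) from resazurin via diaphorase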
# PPARg SRC-3 ag = agonists of human PPARgamma SRC-3 coactivator recruitment; AID 731; biochemical PPARgamma/SRC-3 coactivator recruitment assay; P37231; activation, % at 8 µM; actives 0.26% (n = 200,000); in the data active = activation above about 23%;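 note: 0% = DMSO and 100% = reference agonist; some compounds past the cut are filed as inactive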
# SRC2 TRFRET art = TR-FRET artefact, counter-screen to PPARgamma/SRC-2 agonist assay. stronger effect = higher value. TR-FRET ratio at 8 µM. AID 1049. actives 0.4% (n = 200,000); in the data active = TR-FRET ratio above about 2000; note: inactives centre near 1500
# PPARg SRC-1 ag = promotes SRC-1 coactivator recruitment by human PPARgamma | P37231 | PPARgamma-SRC-1 coactivator recruitment biochemical assay | activation, % at 8 µM | actives 0.41% (n = 200,000); in the data active = activation above about 19%;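 note: 0% = DMSO and 100% = reference agonist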
# Diaphorase inh = diaphorase inhibition or chemical oxidation counter-screen | diaphorase resazurin-to-resorufin fluorescence, NADH, 16 min; bacterial (C. kluyveri) enzyme, not human | inhibition, % at 20 µM | actives 0.69% (n = 190,000) | AID 1217;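 active = primary screen inhibition at 20 µM above a set limit, cut at about 50% in these data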;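 note: plate controls were DMSO with full reaction for no effect and wells lacking NADH for full effect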
#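 Benchmarks: positive control wells lacking NADH, neutral wells with DMSO only. System: bacterial diaphorase enzyme (C. kluyveri). Input: 0.14 U/mL diaphorase, enzyme working solution. Detection: resorufin fluorescence, excitation 544 nm, emission 590 nm. Times: 16-min room-temperature incubation before reading.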
# PMI activator = phosphomannose isomerase (human) activation; P34949; activation factor at 20 µM; purified human PMI, coupled resazurin fluorescence, 20 min; stronger effect = higher value; 1 = vehicle control, 0 substrate-free wells; actives 0.005% (n = 190,000);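 active = activation factor of 2 or more at 20 µM, relative to plate controls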
# Diaphorase act = counter-screen for diaphorase-based assays: diaphorase activators and chemical reducers | Diaphorase/resazurin coupled assay, resorufin fluorescence, 16 min; stronger effect = higher value; 1 = vehicle wells, 0 = NADH-free wells | activation factor at 20 µM | actives 0.005% (n = 190,000) | AID 1229;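 active = diaphorase activity raised at least twofold by the compound at 20 µM; inactive = activation factor below 2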
#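 Material: bacterial diaphorase enzyme (C. kluyveri); amount: enzyme 0.07 U/mL final; reagent: NADH substrate 0.114 mM plus resazurin dye 0.1 mM, final; doses: single compound dose of 20 µM, 1% DMSO final; timing: 16 min enzyme reaction, ambient temperature; measured by: fluorescence of resorufin, 544 nm excitation, 590 nm emission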
# PPARg SRC2 recr = promotes SRC-2 coactivator recruitment by human PPARgamma | PPARgamma LBD-SRC-2 recruitment, biochemical | activation, % at 8 µM | actives 0.34% (n = 200,000) | AID 1032; in the data active = activation above about 22%;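 note: 0% = vehicle and 100% = reference agonist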
# ROMK mod = modulators of human ROMK potassium channel | actives 2% (n = 130,000) | B-score at 10 µM | Tet-inducible ROMK, thallium flux fluorescence; actives lie on both sides | AID 1918;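 active = signal ratio slope over the read window, or its plate-corrected B-score, at least 3 SD from the plate mean, either direction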;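 note: B-score of the F/F0 ratio slope over 7 to 12 s after thallium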
# S1P3 antagonist = S1P3 (human) receptor antagonism | Q99500 | CHO S1P3 NFAT-BLA reporter, FRET fluorescence, antagonist mode | inhibition, % at 4.98 µM | actives 0.27% (n = 170,000) | AID 485;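 active = inhibition above the plate cutoff, the mean inhibition of test wells on that plate plus 3 SD, cut at about 28% in these data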;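 note: cells challenged with S1P at its EC80 of 0.8 µM; blue over green emission ratio from cleaved BLA substrate after 4 h stimulation; 0% = S1P-stimulated wells and 100% = unstimulated DMSO-only wells; some compounds past the cut are filed as inactive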
# Target sequence (Q99500 whole entry, looked up): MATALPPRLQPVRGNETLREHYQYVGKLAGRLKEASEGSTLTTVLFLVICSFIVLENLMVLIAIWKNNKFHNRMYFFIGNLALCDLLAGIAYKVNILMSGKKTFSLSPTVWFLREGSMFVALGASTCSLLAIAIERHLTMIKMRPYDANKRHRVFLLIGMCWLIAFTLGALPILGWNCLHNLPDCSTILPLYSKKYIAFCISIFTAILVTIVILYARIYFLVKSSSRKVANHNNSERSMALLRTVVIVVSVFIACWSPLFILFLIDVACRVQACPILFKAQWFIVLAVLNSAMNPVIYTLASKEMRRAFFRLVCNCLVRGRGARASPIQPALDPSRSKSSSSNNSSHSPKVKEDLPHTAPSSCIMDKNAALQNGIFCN
# G6PDH CS = inhibits Leuconostoc G6PDH, flagging false hits in G6PDH-based assays; Purified L. mesenteroides G6PDH, diaphorase/resazurin coupled fluorescence, 45 min; inhibition, % at 5 µM; actives 0.12% (n = 200,000); in the data active = inhibition above about 50%
# * marks the source's active call; other numbers are inactive results; x = no result given. Compounds as they come (roughly 3.3% active in at least one column).
No.	SMILES	PMI act satM6P	PPARg SRC-3 ag	SRC2 TRFRET art	PPARg SRC-1 ag	Diaphorase inh	PMI activator
1	COc1cc(NC(=O)c2ccco2)c(OC)cc1NC(=O)Nc1ccccc1Cl	0.8	6	1532	-1	8	0.8
2	O=C1N2CCSC2=NC1(Nc1nccs1)C(F)(F)F (stereo not given)	0.8	1	1566	8	11	0.9
3	O=C(NCc1ccco1)c1cccc(Nc2nc3ccc(Br)cc3[nH]2)c1	0.8	-2	1383	-5	11	0.8
4	O=C(COc1ccccc1O)N1CCN(C(=O)c2ccco2)CC1	1	0	1580	12	7	1
5	CNC(=O)COC(=O)c1cc(SC)ccc1Cl	1	-1	1523	-2	12	1
6	CC(C)(C)C(=O)NC(NC(=S)Nc1sc2c(c1C#N)CCCC2)C(Cl)(Cl)Cl (stereo not given)	0.9	4	1475	2	21	0.8
7	O=C1C2C3C=CC(C3)C2C(=O)N1c1cccc(N2C(=O)C3C4C=CC(C4)C3C2=O)n1 (stereo not given)	0.9	5	1516	-2	-2	0.9
8	Cc1ccc(C(C(=O)NC(C)(C)C)N(C(=O)c2csnn2)c2ccccc2F)o1 (stereo not given)	0.9	11	1726	7	11	1
9	Cc1cc(C)nc(SCc2ccc([N+](=O)[O-])cc2)n1	1	4	1566	8	17	0.9
10	CC(=O)NCCC1CCCCN1Cc1nc(Cc2cccc(C(F)(F)F)c2)no1 (stereo not given)	0.9	-5	1373	-1	9	0.9
11	Cc1ccc(C)c(OCC(=O)NC(Cc2c[nH]c3ccccc23)C(=O)O)c1 (stereo not given)	0.9	2	1439	1	14	1
12	COc1cc(CCC(=O)N2CCN(c3ccc(N4CCOCC4)nn3)CC2)cc(OC)c1OC	0.9	-6	1527	5	14	1
13	O=C(Nc1ccc([N+](=O)[O-])cn1)c1cc(-c2cccc(Br)c2)nc2ccccc12	0.9	-1	1656	0	15	1
14	O=C(NC(=S)NCCO)c1cn(-c2ccccc2)nc1-c1ccccc1	0.9	-1	1681	-1	15	0.9
15	CC1CC/C(=C\c2ccc3c(c2)OCO3)C(=O)/C1=C/c1ccc2c(c1)OCO2 (stereo not given)	1	7	1595	-2	21	1

No.	Diaphorase act	PPARg SRC2 recr	ROMK mod	S1P3 antagonist	G6PDH CS
1	0.9	-6	-0.29	18	10
2	0.9	6	0.00029	-17	9
3	0.9	-1	x	x	-18
4	0.9	-1	0.31	3	6
5	0.9	3	0.34	-18	1
6	0.8	5	x	x	2
7	1	-2	x	3	9
8	0.9	5	0.15	-15	7
9	0.8	9	-1.1	12	11
10	0.9	-1	-0.22	3	4
11	0.9	-2	x	-4	17
12	0.9	-3	x	-3	2
13	0.8	1	x	-12	-4
14	0.8	4	-1.4	-18	-3
15	0.8	12	x	x	6

# Going on with the list.
No.	SMILES	PMI act satM6P	PPARg SRC-3 ag	SRC2 TRFRET art	PPARg SRC-1 ag	Diaphorase inh	PMI activator
16	COc1ccc(/C=C/CN2CCN(Cc3cccc(OC)c3)C(CCO)C2)cc1 (stereo not given)	1	-4	1469	-8	2	0.9
17	CCN1CCN(CCCN(Cc2ccco2)C(=S)Nc2cc(Cl)ccc2C)CC1	1.1	-1	1645	-9	-1	1
18	CCOc1ccc(-n2cnnn2)cc1S(=O)(=O)NCCc1ccc(OC)c(OC)c1	0.9	8	1607	-1	7	0.9
19	CN1CCC(Oc2ccc(Sc3ccccc3)cc2)CC1	1.1	-2	1392	-2	-8	1.1
20	COC(=O)C1CCN(C(=O)c2sc3nc(-c4ccc(F)cc4)cn3c2C)CC1	0.8	1	1507	-4	12	0.8
21	N#CC1(c2ccc(NC(=O)c3ccccc3)cc2)CCCC1	0.9	11	1449	-8	20	0.9
22	CCCNc1ncnc2onc(C)c12	1	2	1405	-1	4	1.1
23	O=C(CNS(=O)(=O)c1cccc2nonc12)NCc1ccc(F)cc1	0.9	-2	1697	5	14	0.9
24	CCCCCCc1cc2cc(S(=O)(=O)c3ccc(F)cc3)c(=O)oc2cc1O	1	-3	1643	8	5	0.9
25	CCn1c(COc2ccc(OC)cc2)nc2ccccc21	0.9	-12	1610	-6	4	1
26	Nc1nc(SCC(=O)NCCC(c2ccccc2)c2ccccc2)n[nH]1	1.1	-8	1576	1	0	1.1
27	CC(C)OCCCNC(=O)CCC(=O)NNc1nc2ccccc2c2nc(-c3ccccc3)nn12	1	-2	1366	-6	6	0.9
28	O=C(NC1CCCCC1)C(c1ccc(F)cc1)N(Cc1ccco1)C(=O)c1ccccn1 (stereo not given)	1	2	1510	-4	6	1
29	CN=C1S/C(=C\c2ccc(N3CCOCC3)c(F)c2)C(=O)N1C	1	3	1401	1	5	1.1
30	O=C(Nc1ncccc1Cl)c1ccccc1F	0.9	1	1535	-8	9	0.9

No.	Diaphorase act	PPARg SRC2 recr	ROMK mod	S1P3 antagonist	G6PDH CS
16	1	-12	0.0024	6	9
17	1	-4	-0.4	-1	-2
18	0.9	0	-0.68	7	-6
19	1.1	-1	-0.8	-3	0
20	0.9	1	x	-3	26
21	0.8	6	2.3*	x	3
22	1	-4	-0.17	-15	0
23	0.9	4	0.19	x	9
24	0.9	9	x	2	9
25	1	-7	x	x	6
26	1	2	x	x	12
27	0.9	-4	1.4	-10	11
28	0.9	4	-0.42	-4	10
29	0.9	2	0.29	x	6
30	0.9	-7	0.35	-2	-2

# (cont.)
No.	SMILES	PMI act satM6P	PPARg SRC-3 ag	SRC2 TRFRET art	PPARg SRC-1 ag	Diaphorase inh	PMI activator
31	Cc1onc(-c2ccccc2)c1C(=O)Nc1nnc(N(C)Cc2ccccc2)s1	1	7	1814	4	15	1
32	CC(C)Oc1ccc(CCc2n[nH]c(=S)n2-c2ccccc2)cc1	0.9	-1	1471	-4	20	1
33	Cc1nc2ccccc2c2oc(C(=O)NCCCN3CCC(C)CC3)cc12	0.9	5	1703	1	0	1
34	N=C1S/C(=C\c2ccc(-c3ccccc3C(=O)O)o2)C(=O)N1c1ccc2c(c1)OCO2	1.4	5	1467	0	67*	0.1
35	Cc1ccc(Oc2ccc(-c3nc(N)nc(N)n3)cc2)cc1C	0.9	-8	1516	3	17	0.9
36	O=C(CCC(=O)N(CC(=O)NC1CCCCC1)Cc1cccs1)Nc1ccccn1	1.1	2	1538	0	-8	1.1
37	Cc1ccccc1S(=O)(=O)NC1=NCCCCC1	1	5	1648	6	11	0.9
38	CCC(=O)N1c2ccc(S(=O)(=O)CCC(=O)NC3CCCC3)cc2CC1C (stereo not given)	1.1	-14	1555	-4	9	1.1
39	O=C(COC(=O)C12CC3CC(CC(C3)C1)C2)Nc1ccc([N+](=O)[O-])cc1Cl	1	2	1635	-3	12	0.9
40	CCOc1ccc(NC(=O)Cn2nnc(C(=O)NCc3ccco3)c2N)cc1	1	1	1475	0	10	1.1
41	CCC(C)C(=O)Nc1nc(C)c(-c2csc(Nc3cc(OC)ccc3OC)n2)s1 (stereo not given)	0.8	1	1817	2	32	0.9
42	COC(=O)c1c(NC(=O)COC(=O)Cn2cnc3ccccc32)sc2c1CCCC2	1	0	1543	-4	7	0.9
43	O=C(O)Cc1ccc(-c2ccccc2-c2ccccc2)cc1	1	-5	1721	3	6	1
44	c1ccc(Cn2c(CSc3nnnn3-c3ccccc3)nc3ccccc32)cc1	0.9	1	1563	9	11	1
45	O=C1CC(NNc2ccccc2)C(=O)N1c1ccccc1 (stereo not given)	2.5*	5	1606	1	1	1.7

No.	Diaphorase act	PPARg SRC2 recr	ROMK mod	S1P3 antagonist	G6PDH CS
31	0.8	3	x	47	11
32	0.8	-2	0.032	4	-5
33	1	12	x	-19	5
34	0.3	1	0.061	-3	2
35	0.8	4	-0.016	x	-7
36	1.1	3	x	-6	4
37	0.9	-3	x	3	4
38	0.9	-6	-0.35	-12	5
39	0.9	6	1.1	0	4
40	0.9	5	x	x	3
41	0.7	9	x	x	2
42	0.9	1	-0.36	-14	-13
43	0.9	5	0.32	x	7
44	0.9	1	x	22	3
45	1	-2	0.64	-8	14

# Record cards (already shown). Screens in order: PMI act satM6P	PPARg SRC-3 ag	SRC2 TRFRET art	PPARg SRC-1 ag	Diaphorase inh	PMI activator	Diaphorase act	PPARg SRC2 recr	ROMK mod	S1P3 antagonist	G6PDH CS
# Cc1nc2ccccc2c2oc(C(=O)NCCCN3CCC(C)CC3)cc12 is entered as 0.9	5	1703	1	0	1	1	12	x	-19	5
# Cc1onc(-c2ccccc2)c1C(=O)Nc1nnc(N(C)Cc2ccccc2)s1 is entered as 1	7	1814	4	15	1	0.8	3	x	47	11

# Following part
No.	SMILES	PMI act satM6P	PPARg SRC-3 ag	SRC2 TRFRET art	PPARg SRC-1 ag	Diaphorase inh	PMI activator
46	Cc1ccc(NC2OC(CO)C(O)C(O)C2O)cc1 (stereo not given)	1.1	5	1570	3	6	1
47	CC(=O)c1sc(NC(=O)C(C)C)nc1C	1	83*	3308*	59*	7	1
48	CCc1ccc(NC2CC(=O)N(c3ccc(OC)cc3OC)C2=O)cc1 (stereo not given)	0.9	-4	1503	1	12	0.9
49	CCNC(=S)N/N=C(\C)c1ccc2ccccc2c1	1.2	0	1444	8	7	1.2
50	Cc1cc(C)n2nc(SCC(=O)N/N=C/c3ccccn3)nc2n1	0.9	-4	1670	-6	17	0.9
51	COc1ccc(OC)c(/C=c2\sc3nc(-c4cccs4)nn3c2=O)c1	0.9	8	1601	10	23	0.9
52	COc1ccc(CCNC(=O)CCN2C(=O)COc3ccc(C)cc32)cc1OC	1.2	5	1472	0	2	1.4
53	CCc1ccccc1N1CC23C=CC(O2)C(C(=O)OCC(C)C)C3C1=O (stereo not given)	0.9	4	1597	0	16	1
54	O=C1CC(N2CCN(c3ccc(F)cc3)CC2)C(=O)N1Cc1cccs1 (stereo not given)	0.9	6	1604	3	-2	0.9

No.	Diaphorase act	PPARg SRC2 recr	ROMK mod	S1P3 antagonist	G6PDH CS
46	0.9	2	1.1	x	6
47	0.9	81*	x	x	3
48	0.9	11	-1.1	-8	10
49	0.9	-1	-0.75	-9	2
50	0.8	0	0.95	12	-4
51	0.8	7	x	-3	-31
52	1	-2	x	12	3
53	0.8	10	x	-28	9
54	1	1	-0.3	-20	3

# Limited to S1P3 antagonist (two entries from above):
entry	Structure	S1P3 antagonist
49	CCNC(=S)N/N=C(\C)c1ccc2ccccc2c1	-9
51	COc1ccc(OC)c(/C=c2\sc3nc(-c4cccs4)nn3c2=O)c1	-3
